High-throughput results: PubChem, National Center for Advancing Translational Sciences (NCATS)
TbPYK inhibitor: T. brucei pyruvate kinase inhibition | Potency, µM (titrated, usually from 76.8 µM), for inactives: at the top dose activity, negative = inhibition, most hits filed as inhibitors | TbPYK enzyme, Kinase-Glo Plus ATP luminescence, 45 min | Q57TT1 | actives 0.12% (n = 410,000); note: potency is the fitted concentration of half-maximal effect; nearly all actives have a fitted effect of over 50% in size
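Enzyme and substrate buffer are dispensed first and compound is pin-transferred. ADP at 130 uM final then starts the reaction, which runs 45 min at room temperature. Detection reagent is added for 10 min before luminescence is imaged.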
AmpC detergent: blocks E. coli AmpC beta-lactamase in detergent assay; Potency, µM (top dose mostly 114 µM), without a hit: at the highest dose activity change, negative = inhibition, usual class: inhibitors; actives 0.041% (n = 370,000); AmpC hydrolysis of nitrocefin, absorbance 480 nm, 0.01% Triton;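 note: potency is the fitted concentration of half-maximal effect; 0% = no-compound wells and -100% = no-enzyme wells; nearly all actives have a fitted effect of over 25% in size; some results filed as inactive show a strong effect at the top dose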
Target sequence (P00811 whole entry, looked up): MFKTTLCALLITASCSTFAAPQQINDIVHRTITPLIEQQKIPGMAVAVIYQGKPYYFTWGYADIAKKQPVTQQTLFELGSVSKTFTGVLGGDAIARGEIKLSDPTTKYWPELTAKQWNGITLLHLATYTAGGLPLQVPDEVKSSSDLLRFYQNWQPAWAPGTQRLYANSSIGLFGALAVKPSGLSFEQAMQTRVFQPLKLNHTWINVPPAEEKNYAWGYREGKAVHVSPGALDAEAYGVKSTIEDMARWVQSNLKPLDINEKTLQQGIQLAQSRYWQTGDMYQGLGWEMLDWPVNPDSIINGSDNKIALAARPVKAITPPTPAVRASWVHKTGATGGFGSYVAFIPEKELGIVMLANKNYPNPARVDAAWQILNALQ
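20 mM phosphate pH 7.0 + 0.01% (detergent screen) or 0.0001% Triton X-100; 5.3 nM AmpC reagent; cpd preinc 15 min RT; nitrocefin (800 uM stock) to start; A480 q20 s × 4 min; Activity was normalised to no-enzyme and no-compound control wells.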
LmPK inh: inhibitors of Leishmania mexicana pyruvate kinase | Potency, µM (titrated, usually from 57.5 µM), for inactives: top-dose activity change, negative = inhibition, most hits filed as inhibitors | AID 1721 | purified LmPK, Kinase-Glo ATP luminescence, 1 h | Q27686 | actives 0.37% (n = 290,000); note: potency is the fitted concentration of half-maximal effect
Target sequence (Q27686 whole entry, looked up): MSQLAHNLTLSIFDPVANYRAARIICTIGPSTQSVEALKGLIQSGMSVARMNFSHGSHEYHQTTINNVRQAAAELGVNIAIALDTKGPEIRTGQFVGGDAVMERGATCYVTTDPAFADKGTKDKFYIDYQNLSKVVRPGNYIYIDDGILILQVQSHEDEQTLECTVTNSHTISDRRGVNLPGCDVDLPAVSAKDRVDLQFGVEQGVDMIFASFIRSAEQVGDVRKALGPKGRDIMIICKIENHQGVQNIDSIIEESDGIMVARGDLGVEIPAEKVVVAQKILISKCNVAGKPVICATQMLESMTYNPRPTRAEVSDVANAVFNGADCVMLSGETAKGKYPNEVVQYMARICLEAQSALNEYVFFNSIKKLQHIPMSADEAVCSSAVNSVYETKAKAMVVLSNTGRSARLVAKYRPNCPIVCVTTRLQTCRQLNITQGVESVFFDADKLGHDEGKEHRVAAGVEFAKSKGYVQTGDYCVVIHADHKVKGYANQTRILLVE
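Purified LmPK (0.1 nM) with 0.5 mM PEP and 0.1 mM ADP in imidazole buffer pH 7.2 with MgCl2/KCl, 1 h at room temperature. ATP formed was read by luciferase luminescence and normalized to no-enzyme and uninhibited controls.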
HCMV antiviral: blocks human cytomegalovirus replication; actives 4.5% (n = 410,000); AID 1259415; activity change, negative = inhibition, % at 57.5 µM; HFF cells, HCMV-luciferase reporter, 72 h; hits give low values; in the data active = activity change below about -60%; inconclusive = no clear call, values can overlap the other calls; inactive = above about -39%
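Two compound doses tested in HFFs infected with HCMV-luciferase, MOI 1 PFU/cell, 72 h at 37C. Lysate luminescence read with OneGlo; data normalized against buffer-only and 10uM Salinomycin inhibitor controls.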
AmpC no deterg: AmpC beta-lactamase inhibition without detergent. P00811. AmpC nitrocefin hydrolysis, absorbance 480 nm, 0.0001% Triton. Potency, µM (highest dose often 57.1 µM), for the others: at the top dose activity change, negative = inhibition, most hits filed as inhibitors. actives 0.52% (n = 330,000). AID 485341;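 note: potency is the fitted concentration of half-maximal effect; plate controls were no compound for no effect and no enzyme for full effect; nearly all actives have a fitted effect of over 20% in size; some results filed as inactive show a strong effect at the top dose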
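20 mM phosphate pH 7.0 + 0.01% (detergent screen) or 0.0001% Triton X-100; 5.3 nM AmpC reagent; cpd preinc 15 min RT; nitrocefin (800 uM stock) to start; A480 q20 s × 4 min; Activity was normalised to no-enzyme and no-compound control wells.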
Sm TGR inh: blocks Schistosoma mansoni thioredoxin glutathione reductase | purified TGR, DTNB reduction, TNB absorbance 405 nm | actives 3% (n = 360,000) | Potency, µM (top dose mostly 114 µM), inactives show at the top dose activity change, negative = inhibition, usual class: inhibitors | AID 485364; note: potency is the fitted concentration of half-maximal effect; nearly all actives have a fitted effect of over 60% in size
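First, TGR (20 nM dispensed) and NADPH were mixed with compound. Second, a 15 min room-temperature incubation followed. Third, further NADPH and then DTNB were added to start the reaction. Finally, TNB absorbance was monitored kinetically.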
AMA1 RON2 block: AMA1-RON2 (P. falciparum) interaction inhibition | AlphaScreen AMA1-biotinylated RON2 peptide binding | Potency, µM (titrated, usually from 58.2 µM), inactives show at the highest dose activity change, negative = inhibition, usual class: inhibitors | actives 0.2% (n = 360,000) | AID 720542;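 note: potency is the fitted concentration of half-maximal effect; 0% = vehicle wells and -100% = peptide control; nearly all actives have a fitted effect of over 45% in size; some results filed as inactive show a strong effect at the top dose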
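AMA1 (3D7) with his tag at 25 nM final met compounds first, then biotinylated RON2 peptide at 25 nM; detection used donor plus acceptor beads, 10 µg/mL apiece, read by AlphaScreen after 30 min at room temperature.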
An asterisk follows results filed as active; ? = inconclusive; . = not tested or not shown; [ ] = remark or other dose. Unless noted, calls come from the whole dose curve; as a rule, active = well fitted curve in the direction sought with a large enough effect; inconclusive = small, poorly fitted or top-dose-only effect, or another doubt; inactive = no such curve, though single readings can be large; an effect the other way counts as inactive or inconclusive. Unless noted, % is set by controls: 0 for no effect and ±100 for the full control effect.

entry	SMILES	TbPYK inhibitor	AmpC detergent	LmPK inh	HCMV antiviral	AmpC no deterg	Sm TGR inh	AMA1 RON2 block
1	Cc1ccc(C(=O)N2CCN(c3ccc(NC(=O)c4cccnc4Cl)cc3)CC2)cc1	4.5%	?	1.5%	-8.2	51.9%	-19.0%	6.4%
2	CCCCC(c1nc2ccccc2[nH]1)N(C(=O)c1ccccc1)c1ccccc1[N+](=O)[O-] (centres undefined)	-1.7%	.	.	-14.9	.	.	-9.0%
3	O=C(N/N=C/c1c(O)n(CCc2ccccc2)c(=O)[nH]c1=O)c1ccccc1O	0.5%	0.7%	0.9%	40.4	-57.5%	-36.0%	64.9%[activator]
4	O=C1C2(Cl)C3(Cl)C4(Cl)C(Cl)(Cl)C5(Cl)C3(Cl)C1(Cl)C5(Cl)C24Cl (centres undefined)	-3.6%	3.0%	.	-39.0	-17.3%	2.4%	-2.3%
5	Cc1ccc(-c2cc(=O)[nH]c(NCc3ccccc3)n2)cc1	-0.9%	.	.	?	.	.	81.0%[activator]
6	O=c1c(-c2nn[nH]n2)coc2ccc(Cl)cc12	-3.0%	6.1%	1.0%	-23.7	-15.3%	.	1.6%
7	O/C(=C\c1ccc2ccccc2n1)c1ccc(O)cc1O	-10.3%	?	-21.5%	51.5	-15.5%[11.4 µM]	-0.5%	-15.3%
8	O=C(CN1CCN(C(=O)C2CCCO2)CC1)Nc1ccc(Br)cc1 (centres undefined)	-4.4%	0.6%	-4.0%	18.8	23.7%	-0.9%	-5.6%
9	CCCn1c2ccccc2c2cnn(CC(=O)NCCc3ccccc3)c(=O)c21	16.3%	3.5%	.	-31.5	.	2.0%	.
10	COc1ccc(C)cc1NC(=O)NNC(=O)c1ccoc1C	1.7%	-8.7%	-2.7%	31.8	-6.0%	-11.2%	9.2%
11	CCOc1ccc(Br)cc1C1=NN(C(C)=O)C(c2ccc([N+](=O)[O-])s2)O1 (centres undefined)	9.0%	3.7%	-3.3%	-14.8	-14.2%	?	-0.9%
12	CNc1nc(C)nc(N/N=C/c2ccccc2)n1	-1.2%	3.9%	0.1%	17.7	-9.6%	-7.8%	-0.8%
13	COc1cccc(CN2CCNC(=O)C2CC(=O)NCCc2ccccn2)c1 (centres undefined)	4.5%	5.7%	8.3%	-15.7	6.7%	?	43.9%[activator]
14	CC(C)CCC(C)NC(=O)Cc1ccc(S(=O)(=O)N2CCOCC2)s1 (centres undefined)	2.9%	-3.7%	-2.1%	32.8	22.0%	3.6%	-3.9%
15	CCC(=O)Nc1ccc(NC(=O)CSc2nnc(-c3ccco3)n2CC)cc1	4.9%	-8.1%	-6.6%	-28.2	-16.8%	-3.1%	13.2%
16	CCc1nc(SCC(=O)Nc2cc(C)on2)c2c(=O)n(C)c(=O)n(C)c2n1	4.1%	?	1.0%	-12.1	-4.8%	1.8%	-8.9%
17	Cc1ccc(OCc2cc(C(=O)NC(C)Cc3cccnc3)no2)cc1C (centres undefined)	-1.4%	-1.4%	-10.7%	-19.2	47.9%	1.3%	5.9%
18	O=[N+]([O-])c1cc(C(F)(F)F)cc([N+](=O)[O-])c1NCc1cccnc1	-7.9%	-0.2%	0.4%	7.2	-4.4%	9.9%	-11.6%
19	CCOC(=O)c1c(CC(C)C)csc1N	-10.0%	3.2%	1.5%	-35.5	-27.7%	-18.4%	-1.6%
20	CN1CCC(OC(=O)c2ccccc2Cl)CC1	1.2%	7.6%	0.4%	-29.1	-10.9%	10.2%	?

Part of the list above in another layout.
13: COc1cccc(CN2CCNC(=O)C2CC(=O)NCCc2ccccn2)c1 (centres undefined)
  TbPYK inhibitor = 4.5%; AmpC detergent = 5.7%; LmPK inh = 8.3%; HCMV antiviral = -15.7; AmpC no deterg = 6.7%; Sm TGR inh = ?; AMA1 RON2 block = 43.9%[activator]
14: CC(C)CCC(C)NC(=O)Cc1ccc(S(=O)(=O)N2CCOCC2)s1 (centres undefined)
  TbPYK inhibitor = 2.9%; AmpC detergent = -3.7%; LmPK inh = -2.1%; HCMV antiviral = 32.8; AmpC no deterg = 22.0%; Sm TGR inh = 3.6%; AMA1 RON2 block = -3.9%
15: CCC(=O)Nc1ccc(NC(=O)CSc2nnc(-c3ccco3)n2CC)cc1
  TbPYK inhibitor = 4.9%; AmpC detergent = -8.1%; LmPK inh = -6.6%; HCMV antiviral = -28.2; AmpC no deterg = -16.8%; Sm TGR inh = -3.1%; AMA1 RON2 block = 13.2%
16: CCc1nc(SCC(=O)Nc2cc(C)on2)c2c(=O)n(C)c(=O)n(C)c2n1
  TbPYK inhibitor = 4.1%; AmpC detergent = ?; LmPK inh = 1.0%; HCMV antiviral = -12.1; AmpC no deterg = -4.8%; Sm TGR inh = 1.8%; AMA1 RON2 block = -8.9%

The listing continues.
entry	SMILES	TbPYK inhibitor	AmpC detergent	LmPK inh	HCMV antiviral	AmpC no deterg	Sm TGR inh	AMA1 RON2 block
21	ClCCN(CCCl)c1ccc(-n2cnc3c(Cl)ncnc32)cc1	1.0%	.	.	-18.8	.	.	-10.3%
22	NC(=S)NNc1cc(Cl)cc(Cl)c1	1.1%	-10.5%	-3.8%	-6.4	-28.7%	?	58.4%[activator]
23	NC(=S)NN=C1CCCCCCCC1	-5.9%	.	.	-38.1	.	.	41.1%[activator]
24	COc1ccc(C(C)C)cc1S(=O)(=O)NCCc1c(C)[nH]c2c(Cl)cccc12	-1.1%	0.8%	.	2.5	.	-4.8%	.
25	CCN(CC)CCCNC(=O)CSc1nc(C)cc(C)n1	5.5%	3.4%	1.3%	-12.3	-1.0%	6.8%	-3.8%
26	O=C1Nc2ccccc2C1Cc1ccc(Br)cc1 (centres undefined)	1.0%	7.2%	.	-29.3	.	5.1%	.
27	Cc1onc(-c2ccccc2Cl)c1C(=O)Nc1ccc(F)c(F)c1	.	-0.1%	4.9%	31.6	-12.3%	1.4%	-8.3%
28	CN(C)S(=O)(=O)c1ccc(N2CCCC2)c(C(=O)NC2CCC(O)CC2)c1 (centres undefined)	-1.3%	-11.2%	.	4.3	-21.5%	2.2%	1.9%
29	CC1Cc2nc(SCC(=O)NCC3CCCO3)n(-c3ccccc3)c(=O)c2S1 (centres undefined)	6.4%	.	.	-18.8	.	.	17.6%
30	CCOC(=O)C1CCN(c2c(NCc3ccc(C(=O)NC(C)CC)cc3)c(=O)c2=O)CC1 (centres undefined)	-3.1%	-10.4%	-5.2%	-25.8	-10.3%	1.2%	0.0%
31	CCOCCOc1nc2c(c(=O)n(C)c(=O)n2C)n1Cc1ccc(C)cc1	1.4%	4.8%	3.3%	-38.4	-5.8%	3.4%	2.1%
32	C[n+]1ccccc1Nc1cc([N+](=O)[O-])ccc1N	-10.5%	-7.0%	-8.2%	21.7	-30.0%	-22.3%	-0.9%
33	COc1ccc(/C=N/NC(=O)c2ccc(NC(=O)C3CCCCC3)cc2)cc1O	-3.8%	6.6%	-1.0%	-7.2	2.3%	-6.6%	7.3%
34	CC1(/[N+]([O-])=C/c2ccc(F)cc2)CCCCC1=O (centres undefined)	0.2%	-14.5%	0.2%	26.5	-5.4%	5.4%	-16.5%
35	O=C(Cn1ncc2c(=O)oc3ccccc3c21)N1CCc2ccccc2C1	-12.6%	-1.7%	8.7%	36.1	-18.9%	9.4%	-6.4%
36	O=C(COc1ccc2c3c(c(=O)oc2c1)CCC3)NC(Cc1ccc(Cl)cc1)C(=O)O (centres undefined)	-11.1%	-12.7%	-7.3%	-3.1	111.8%[activator]	-20.9%	10.8%
37	CC(=O)Nc1ccc(NCc2nnc3n2CCCCC3)cc1	-1.1%	-4.0%	.	-3.9	.	0.9%	.
38	O=C(CSc1nc(C2CC2)nc2ccccc12)Nc1ccccc1N1CCOCC1	0.5%	?	2.5%	-72.0*	56.3%	.	-6.4%
39	COC(=O)C(Cc1ccc(N(CCCl)CCCl)cc1)N=Cc1ccccc1O (centres undefined)	-9.6%	16.5%	0.7%	-103.5*	201.5%[activator]	-4.1%	0.8%
40	CN(C)c1ccc(/C=N/NC(=O)c2cc(=O)[nH]c3ccccc23)cc1	-0.7%	-4.4%	8.7%	-12.1	-43.7%	-10.3%	17.0%
41	CCOC(=O)c1oc2cc(O)cc(C)c2c1C	4.3%	.	.	?	.	.	-5.7%
42	O=C(CSc1nnc(NC(=O)c2c(F)cccc2F)s1)NCc1ccc(F)cc1	0.1%	?	.	15.6	-17.9%	-4.0%	-5.7%
43	C[C@H]1C=C(C(=O)NCc2nc3ccccc3[nH]2)O[C@@H](OCc2ccc(CO)cc2)C1	-3.4%	-1.8%	-4.0%	2.0	-35.1%	2.7%	37.9%[activator]
44	O=C(CC(C(=O)O)N1CCOCC1)Nc1ccc(Cl)cc1 (centres undefined)	9.6%	2.8%	-0.7%	0.9	-6.6%	-0.2%	-7.3%
45	C[C@@H]1CN([C@@H](C)CO)C(=O)c2cc(NC(=O)Nc3ccccc3)ccc2O[C@@H](C)CCCCO[C@H]1CN(C)C(=O)Nc1ccc(C(F)(F)F)cc1	-0.6%	.	.	-4.0	.	.	-6.2%
46	COc1ccc(/C=C(/C#N)c2nc(-c3ccc(-c4ccccc4)cc3)cs2)cc1	-0.8%	14.0%	.	-3.0	.	1.4%	.
47	CC(C)Cc1ccc(CN2CCCC(NC(=O)c3ccnn3C)C2)cc1 (centres undefined)	2.1%	7.4%	-7.0%	-79.6*	118.4%[activator]	-11.8%	5.0%
48	COc1ccccc1NC(=O)C(C)OC(=O)CC1CCCCC1 (centres undefined)	1.5%	-5.5%	.	-4.4	0.6%	-14.1%	-1.7%
49	Nc1c(C(=O)NC2CCCC2)c2nc3ccccc3nc2n1/N=C/c1cccnc1	4.4%	.	.	-10.4	.	.	22.1%
50	COc1ccc(S(=O)(=O)NCC2CCCN(C(=O)C=C(C)C)C2)cc1 (centres undefined)	3.5%	-1.0%	-2.4%	-15.9	-5.8%	11.1%	-2.3%
51	Cn1c(C(=O)N(Cc2ccccc2)Cc2cccs2)cc2sccc21	0.1%	1.1%	-3.2%	-18.0	0.1%	0.9%	-23.1%
52	CCCCOC(=O)Nc1ccc(S(=O)(=O)Nc2nccs2)cc1	3.5%	1.3%	-0.3%	7.5	-32.1%	-1.7%	-23.4%
53	COc1ccc(C/C(C)=N/NC(=O)c2ccncc2)cc1	3.1%	?	0.4%	-15.5	-5.6%	0.3%	17.0%
54	CC1=CN2C(=N)/C(=C/c3ccc(C)o3)C(=O)N=C2S1	-7.8%	-10.7%	-15.4%	68.1	-18.8%	-24.7%	-7.2%
